p53ts 39C kill = qHTS Screen for Compounds that Selectively Target Cancer Cells with p53 Mutations: Cytotoxicity of p53ts Cells at the Nonpermissive Temperature; H1299-p53A138V viability at 39C, ATP luminescence, 24 h; Potency, µM (doses to about 46.1 µM), inactives show top-dose activity change, negative = cell killing, most hits filed as cytotoxic; 130,000 compounds, 1.5% hits; AID 902, 2007; further: nearly all actives have a fitted effect of over 55% in size
Imprint erasure = qHTS Assay for Compounds that Induce Erasure of Genomic Imprints; mouse ES Peg3-LacZ reporter, beta-gal luminescence, 40 h; 110,000 compounds, 0.02% hits; Potency, µM (titrated, usually from 60.7 µM), inactives show at the highest dose activity change, positive = activation, usual class: activators;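 further: 0% = negative control wells on the plate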
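Imprint erasure is scored as LacZ activity from the silenced maternal Peg3 allele in feeder-free female ES cells cultured 40 h with LIF. Luminescence is normalized to in-plate negative controls and fitted to the Hill equation.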
p53ts 32C tox = qHTS Screen for Compounds that Selectively Target Cancer Cells with p53 Mutations: Cytotoxicity of p53ts Cells at the Permissive Temperature | H1299-p53A138V at 32C, ATP luminescence viability, 24 h | 130,000 compounds, 0.93% hits | Potency, µM (doses to about 46.1 µM), without a hit: at the highest dose activity change, negative = cytotoxicity, most hits filed as cytotoxic | AID 924, 2007;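 further: 0% = DMSO and -100% = full killing by reference compound; nearly all actives have a fitted effect of over 55% in size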
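Cells: H1299 p53ts (A138V), 600/well, pre-incubated 16–30 h at 37C. Cpd up to 46 uM, 24 h, 32C. Readout: ATPlite luminescence, 20 min RT. Normalization: DMSO vs tamoxifen 100 uM. AC50 by Hill equation.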
IkB signaling = IkB Signaling; ABC-DLBCL IkBa-CBG/CBR dual luciferase ratio, 4 h; response scale: scaled: untreated 0%, proteasome inhibitor 100%; Potency, µM (highest dose often 57.1 µM), inactives show at the top dose IkBa stabilization activation; 110,000 compounds, 0.04% hits; active means well fitted curve in the direction sought with a large enough effect in the signal ratio, not every such curve was filed as active; inconclusive means small, poorly fitted or top-dose-only effect, or a change in a side signal; the % refers to the signal ratio;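 further: the direction sought is a rising ratio; 0% = basal untreated cells and 100% = reference inhibitor full response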
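Luminescence ratio of IκBα-fused green versus native red beetle luciferase in OCI-Ly3 cells, 4 h post-doxycycline with compound; red signal alone, scaled from basal (0%) to zero light (-100%), flagged nonspecific or cytotoxic effects.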
An asterisk follows results filed as active; u = inconclusive; x = no result given; & = joins results of further samples; [ ] = dose if it differs, or a comment. Unless noted, the call rests on the fitted dose curve; in most records, active means well fitted curve in the direction sought with a large enough effect; inconclusive means small, poorly fitted or top-dose-only effect, or another doubt; inactive means no such curve, though single readings can be large; an effect the other way counts as inactive or inconclusive. Unless noted, on the % scale 0 is the no-effect control and ±100 the full control effect; potency means the concentration at half of the fitted maximal effect. This is a random part of the collection; 1.7% or so of the library scored in one or more.

Structure,p53ts 39C kill,Imprint erasure,p53ts 32C tox,IkB signaling
Cc1ccc(S(=O)(=O)N2CCCC2C(=O)Nc2ccc(Br)cc2)cc1 (stereo unspecified),-15%,-9%[10.9 µM],-13%,u
Cc1cc2oc(=O)cc(COC(=O)Cn3cnnn3)c2cc1C(C)C,-1%,-8%,3%,0.1%
CCS(=O)(=O)N1CCN(C2CCC(c3ccccc3)CC2)CC1 (stereo unspecified),1%,-8%,-10%,0.7%
COc1cc(C)c(-c2cc(C(=O)O)c(C)o2)cc1C(C)C,10%,11%,13%,-1.1%
CCCCCCNC(=O)c1cc(-c2ccco2)nc2ccccc12,2%,x,-17%,x
Clc1ccccc1CN1CCc2sccc2C1,5%,-13%,3%,0.6%
Brc1nnc2n1-c1ccccc1Sc1ccccc1-2,22%,x,-4%,x
O=C(CN1CCC(NC(=O)c2ccco2)CC1)Nc1cccc2ccccc12,18%,x,-1%,x
O=C(CSCc1ccco1)Nc1cc(C(F)(F)F)ccc1N1CCOCC1,-22%,-10%,-5%,2.0%
Cc1cccc(-n2c(Cc3cc(=O)[nH]c(=O)[nH]3)nnc2SC(C)C)c1,13%,-22%,17%,1.5%
Cc1nc2cccnc2n1-c1cccc(C(=O)NCc2ccc(OC(C)C)cc2)c1,-20%,9%[10.9 µM],-3%,-0.3%
O=C(CC1N=C2c3ccccc3N=C(SCc3cccc(F)c3)N2C1=O)NCc1ccc2c(c1)OCO2 (stereo unspecified),-2%,u,9%,-0.1%
CN1C(=O)OC2(C)CCc3ccccc3C12C (stereo unspecified),0%,11%,30%[activator],0.2%
CCOC(=O)c1csc(Nc2nc3ccc(F)cc3s2)n1,-8%,-59%[inhibitor],-2%,u
COCCNC(=O)c1ccc(CS(=O)(=O)c2ccc(OC)cc2)o1,-1%,-1%,9%,0.1%
Cc1ccccc1OCC(=O)N(Cc1nc(-c2ccccc2)no1)C(C)C,-10%,-14%,-2%,u
O=C1NCN(c2ccccc2)C12CCN(c1nnnn1-c1ccccc1)CC2,3%,x,8%,-1.2%
COc1ccc(N(CC(=O)N2CCN(c3cccc(Cl)c3)CC2)S(=O)(=O)c2c(C)noc2C)cc1,4%,-14%[10.9 µM],-2%,u
Cc1ccccc1C(=O)Nc1ccccc1C(=O)OCc1cc(=O)n2ccsc2n1,4%,-15%[10.9 µM],4%,u
COC(=O)c1ccccc1NC(=O)c1c(O)c2c([nH]c1=O)CCCC2,-10%,4%,2%,7.1%
Cc1ccc(S(=O)(=O)c2nc(-c3cccc(Cl)c3)oc2NCc2ccccc2)cc1,2%,-17%[10.9 µM],18%,1.5%
COc1cc2c(cc1NC(=O)COc1ccc(Cl)cc1)oc1ccccc12,u,4%[10.9 µM],-15%,-0.2%
N=c1sccn1CC(=O)Nc1cccc(Oc2ccccc2)c1,-10%,-16%,-5%,-0.2%
Cc1cc(-c2ccc(C)c(S(=O)(=O)NCCc3ccc(S(N)(=O)=O)cc3)c2)on1,-13%,-12%[10.9 µM],-8%,-1.9%
O=C(NCc1ccccc1)c1ccc(NC(=O)c2nsc3ccccc23)cc1,-23%,-11%[10.9 µM],-24%,u
Cc1ccc2nc(-c3sc4nc(C)cc(C)c4c3N)[nH]c2c1,-24%,x,u,x
CCc1cc(C(=O)c2ccccc2OC)c(N)s1,3%,-7%,12%,2.2%
O=C(OCC(=O)c1cccs1)c1ccccc1,10%,-21%,-1%,1.4%
Cc1ccc(NC(=O)CSc2nc(C)cc(C)c2C(=O)Nc2cccc(C)c2)cc1,23%,-4%[10.9 µM],-7%,0.3%
CCOC(=O)C1Cn2c(nc3c(c2=O)C(C)(CC)Cc2ccccc2-3)S1 (stereo unspecified),-4%,-9%,3%,4.1%

Complete entries from above:
Listed for `Cc1ccccc1OCC(=O)N(Cc1nc(-c2ccccc2)no1)C(C)C` → p53ts 39C kill = -10%; Imprint erasure = -14%; p53ts 32C tox = -2%; IkB signaling = u
Listed for `O=C(CN1CCC(NC(=O)c2ccco2)CC1)Nc1cccc2ccccc12` → p53ts 39C kill = 18%; Imprint erasure = x; p53ts 32C tox = -1%; IkB signaling = x
Listed for `COc1cc2c(cc1NC(=O)COc1ccc(Cl)cc1)oc1ccccc12` → p53ts 39C kill = u; Imprint erasure = 4%[10.9 µM]; p53ts 32C tox = -15%; IkB signaling = -0.2%

(listing goes on)
Structure,p53ts 39C kill,Imprint erasure,p53ts 32C tox,IkB signaling
CC1=C(C(=O)OCc2ccccc2)C(C2CC2)NC(=O)N1CCCCCC(=O)O (stereo unspecified),-11%,-27%,23%,x
CCOC(=O)N1CCN(C(=O)CN(c2ccc(Oc3ccccc3)cc2)S(C)(=O)=O)CC1,14%,-12%,0%,5.8%
COc1ccc(CCNC(=O)CSc2nnc(CNc3ccc(Cl)cc3)o2)cc1OC,-9%,-6%,-4%,u
CC1(C)Oc2ccc(NC(=O)C3COc4ccccc4O3)cc2O1 (stereo unspecified),u,-59%[inhibitor],u,-1.2%
O=C(C1CCCO1)N1CCN(C(c2ccccc2)c2ccccc2)CC1 (stereo unspecified),-5%,-5%,11%,-1.3%
O=C1c2ccc(Oc3ccc4c(c3)C(=O)N(CCCO)C4=O)cc2C(=O)N1CCCO,4%,-1%,3%,-0.6%
COc1ccc(C(c2sc3nc(C)nn3c2O)N2CCC(C(N)=O)CC2)cc1OC (stereo unspecified),15%,-20%,12%,-1.0%
CCCCCCCC1CC(CSc2ncn[nH]2)OC1=O (stereo unspecified),-9%,x,3%,x
COc1ccc2c(c1)cc1c(=O)n(CC(=O)NCCCOC(C)C)nc(C)n12,0%,9%[10.9 µM],7%,0.2%
CCC(C)(C)NC(=O)C(c1ccccc1F)N(C(=O)c1ccn[nH]1)c1ccccc1 (stereo unspecified),19%,x,-3%,x
O=[N+]([O-])c1cc(Cl)c(Cl)c(Cl)c1Cl,14%,-8%,0%[1.84 µM],u
COc1ccc(Cl)cc1N1C(=O)C2CCCN2C1c1ccc(F)c(F)c1 (stereo unspecified),6%,-17%,-3%,5.1%
O=C(NCC1COc2ccccc2O1)c1ccc(NC(=O)c2ccco2)cc1 (stereo unspecified),7%,u,11%,0.4%
CCC(=O)N1c2ccc(S(=O)(=O)CCC(=O)NCc3ccccc3OC)cc2CC1C (stereo unspecified),7%,-5%[10.9 µM],6%,-1.8%
COc1ccc(CCNC(=O)CSC2=Nc3ccccc3C3=NC(CCC(=O)NCc4ccccc4)C(=O)N23)cc1OC (stereo unspecified),-1%,-4%[10.9 µM],8%,-1.7%
Cn1c(=O)c(=O)n(C)c2cc(S(=O)(=O)Nc3ccc(Cl)c(C(F)(F)F)c3)ccc21,4%,u,-5%,u
CCc1cc2c(cc3c(=O)n(CC(=O)NC4CCCCC4)nc(CC)n32)s1,-31%,-12%[10.9 µM],-1%,0.7%
CCCCCCOc1cccc(N)c1,-16%,-1%,-1%,0.8%
COc1ccc(-n2c(C)cc(/C=N/Nc3nnc(C)n3N)c2C)cc1,10µM*,x,u,x
CC(C)N(CC(=O)O)CC(=O)O,-1%[9.22 µM],-11%[10.9 µM],2%[9.22 µM],-1.4%[11.4 µM]
CCOc1ccccc1N1CCN(Cc2cccc(OC)c2OC)CC1,-9%,x,-4%,x
CC(C)OCCCNC(=O)C(=O)Nc1ccc2nc3n(c(=O)c2c1)CCCCC3,-7%,14%[10.9 µM],-5%,-1.2%
CCCN(CCC)c1ncnc2nc[nH]c12,7%,-13%,-15%,2.6%
CCOC(=O)Cc1nn(CCc2ccccn2)c(=O)c2ccccc12,2%,-7%,-1%,-0.6%
CCc1ccc(NC(=O)C2=CC(c3cccs3)=NS(=O)(=O)N2C)cc1,-3%,-17%[10.9 µM],-6%,1.1%
Cc1ccc(S(=O)(=O)NC(=O)OC23COCN2COC3)cc1,0%[9.22 µM],-6%[10.9 µM],-3%[9.22 µM],-0.3%[11.4 µM]
COc1cc(-c2cc(C(=O)N3CCN(c4ccccn4)CC3)c3ccccc3n2)cc(OC)c1OC,-9%,-11%,14%,u
CCOC(=O)c1cc2sccc2n1CC(=O)N1CCCC1,-4%,x,3%,-3.3%
O=C(NCC(c1ccco1)S(=O)(=O)c1cccs1)c1c(F)cccc1F (stereo unspecified),-5%,-6%[10.9 µM],-5%,-1.9%
N#Cc1nc(COc2ccc(F)cc2)oc1NCCCn1ccnc1,-7%,x,-8%,4.8%

The results go on.
Structure,p53ts 39C kill,Imprint erasure,p53ts 32C tox,IkB signaling
Cc1cc2sc(C)[n+](CCCOS(=O)(=O)O)c2cc1C,5%[9.22 µM],17%[10.9 µM],4%[9.22 µM],-0.7%[11.4 µM]
CCOC(=O)c1nnn(-c2nonc2N)c1CN(C)Cc1ccccc1,3%,-5%,1%,0.1%
Cc1ccc(CNC(=O)CCNS(=O)(=O)c2ccc3c(c2)CCCC(=O)N3)cc1,-12%,3%[10.9 µM],0%,-1.5%
O=C(Nc1ccc(N2CCOCC2)c(Cl)c1)c1ccc(Br)o1,-24%,-50%[inhibitor],u,0.0%
COc1ccc(-n2c(N)c(C(=O)NCc3ccco3)c3nc4ccccc4nc32)c(OC)c1,0%,-10%,7%,3.6%
CCCN(CCC)C(=O)CSc1nc2ccccc2c(=O)n1Cc1ccco1,-2%,-7%[10.9 µM],10%,u
CN(CC(=O)NC1CCCCCC1)S(=O)(=O)c1ccccc1,-6%,-11%,-18%,2.9%
COCCCN1C(=O)C(=O)/C(=C(/O)c2ccc(OC(C)C)cc2)C1c1ccc(O)c(OC)c1 (stereo unspecified),12%,8%,6%,-1.1%
CCCc1nc2sc3ccccc3c(=O)c2c(=O)n1Cc1ccco1,-4%,-13%,-5%,u
CC(C)Cn1c(CCC(=O)O)ccc1-c1cccs1,24%&9%,-6%,4%&6%,0.8%
CCc1cc2c(cc3c(=O)n(CC(=O)NC4CCC(C)CC4)nc(CC)n32)s1 (stereo unspecified),u,-5%[10.9 µM],-3%,-3.1%
COc1ccc(S(=O)(=O)N2CCC(c3ccncc3)CC2)cc1OC,-15%,-14%[10.9 µM],4%,-0.1%
COc1ccc(CNc2nc(-c3ccc(N(C)C)cc3)nc3ccccc23)c(OC)c1,16µM*,-33%[inhibitor],13µM*,5.6%[11.4 µM]
CN(Cc1ccccc1)c1ncnc2c1nnn2C,-3%,24%[10.9 µM],-1%,-3.1%
CC(=O)c1ccc(S(=O)(=O)NCCCC(=O)NCCc2ccccn2)cc1,3%,-2%,6%,0.2%
Cc1ccc(C(=O)Nc2cc3cc(Cl)ccc3oc2=O)cc1,-4%,-25%[10.9 µM],-5%,7.0%
COc1ccccc1-c1cc(C(=O)Nc2c(C)n(C)n(-c3ccccc3)c2=O)no1,-5%,-5%,6%,u
CCCc1cc(C(=O)Nc2cccc(Cl)c2)no1,-7%,-5%,-9%,u
CC(C)COc1ccc(C(=O)N2CCC(c3nc4ccccc4s3)CC2)cc1,-15%,-13%[10.9 µM],10%,0.6%
CCOC(=O)c1c(NC(=O)c2cc(-c3ccc(Cl)cc3)on2)sc(C)c1C,13%,-3%[10.9 µM],10%,5.2%
COc1ccc(NC(=O)CSc2nnc(Cc3cccn3C)n2CCc2ccccc2)cc1OC,-1%,-29%,4%,2.0%
COc1ccc(N(C)S(=O)(=O)c2ccc3c(c2)oc(=O)n3C)cc1,-5%,4%,2%,3.1%
COc1ccc(CNc2nc(SCc3ccccc3Cl)nc3ccccc23)cc1,u,-7%[10.9 µM],u,1.1%
CCOC(=O)C1CCN(C(c2cc3ccc(C)cc3[nH]c2=O)c2nnnn2C2CCCCC2)CC1 (stereo unspecified),-2%,-75%[inhibitor],18%,u

Source: PubChem BioAssay
